Bioassay records as filed in PubChem BioAssay.
Anthrax LF prot: anthrax lethal factor protease inhibition. 360,000 tested, 0.12% active. P15917. multiplex microsphere protease cleavage assay, LF. inhibition, % at 10 µM. AID 588501; also: plate controls were buffer without enzyme for full effect and enzyme alone for no effect
Target sequence (P15917 whole entry, looked up): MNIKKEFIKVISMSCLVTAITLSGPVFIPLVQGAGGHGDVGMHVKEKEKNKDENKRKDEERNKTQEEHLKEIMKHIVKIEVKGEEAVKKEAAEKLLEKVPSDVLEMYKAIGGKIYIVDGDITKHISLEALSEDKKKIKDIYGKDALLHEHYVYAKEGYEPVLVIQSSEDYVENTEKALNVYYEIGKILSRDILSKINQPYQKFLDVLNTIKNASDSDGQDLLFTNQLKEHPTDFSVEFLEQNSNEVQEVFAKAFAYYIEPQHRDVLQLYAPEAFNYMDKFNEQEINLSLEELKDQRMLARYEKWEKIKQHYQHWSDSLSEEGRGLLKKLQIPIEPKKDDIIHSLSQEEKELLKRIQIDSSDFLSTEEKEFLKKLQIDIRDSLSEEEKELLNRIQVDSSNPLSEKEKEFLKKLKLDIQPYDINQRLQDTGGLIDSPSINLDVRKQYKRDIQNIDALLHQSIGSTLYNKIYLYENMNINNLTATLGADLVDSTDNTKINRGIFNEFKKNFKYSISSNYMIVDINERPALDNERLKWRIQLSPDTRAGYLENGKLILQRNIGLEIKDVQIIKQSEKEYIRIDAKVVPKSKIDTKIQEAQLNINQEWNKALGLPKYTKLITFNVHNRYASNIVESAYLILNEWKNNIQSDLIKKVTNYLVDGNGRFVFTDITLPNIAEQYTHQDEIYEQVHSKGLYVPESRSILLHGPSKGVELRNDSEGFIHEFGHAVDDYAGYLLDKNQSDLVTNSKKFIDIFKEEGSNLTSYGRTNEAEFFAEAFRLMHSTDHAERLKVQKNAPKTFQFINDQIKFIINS
SSB-PriA inh: inhibitors of Klebsiella pneumoniae PriA binding to SSB C-terminal tail; AlphaScreen SSBct-PriA binding, biotinylated peptide; inhibition, % at 33 µM; 430,000 tested, 0.6% active; AID 1272365; in the data active = inhibition mostly above about 37%, no sharp cut-off; inactive = mostly below about 20%;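 also: plate controls were negative control peptide for no effect and reference peptide for full effect; strong numbers were not always called active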
SARS 3CLpro inh: SARS-CoV 3CLpro protease inhibition. 290,000 tested, 0.14% active. recombinant SARS-CoV 3CLpro, quenched FRET peptide cleavage. P0C6X7. inhibition, % at 6 µM; in the data active = inhibition above about 12%
TcdB GH inh: TcdB glycohydrolase inhibition | P18177 | TcdB glycohydrolase enzymatic assay, plate reader | inhibition, % at 9.99 µM | 350,000 tested, 0.24% active | AID 652162; in the data active = inhibition above about 10%
PfHsp40 yeast: restores yeast growth despite PfHsp40 toxicity; S. cerevisiae expressing PfHsp40, growth rescue, ATP luminescence; growth rescue, % at 12.5 µM; 340,000 tested, 0.68% active; in the data active = growth rescue above about 28%, passing the limit was not always enough; inconclusive = no clear call, values can overlap the other calls;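 also: yeast W303a lacking pdr1 and pdr3 grown in galactose medium; growth measured after three days at 30 °C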
Yp Topo-I inh: inhibitors of Yersinia pestis topoisomerase I. 360,000 tested, 0.064% active. AID 504884. activity, % at 10 µM. Y. pestis Topo-I cleavage product accumulation, plate reader; in the data active = activity above about 50%, passing the limit was not always enough; inconclusive = no clear call, values can overlap the other calls; also: inactives centre near 2
BoNT A protease: inhibitors of Botulinum neurotoxin A light chain protease; multiplex microsphere protease substrate cleavage, flow cytometry; inhibition, % at 10 µM; 360,000 tested, 0.17% active; AID 588499; also: plate controls were buffer without enzyme for full effect and enzyme alone for no effect
DUSP3 inh: inhibitors of human VHR1 phosphatase (DUSP3); inhibition, % at 13.3 µM; recombinant VHR phosphatase, pNPP absorbance; 290,000 tested, 0.52% active; in the data active = inhibition above about 50%; also: some compounds called inactive have numbers as strong as hits
Target sequence (P51452 whole entry, looked up): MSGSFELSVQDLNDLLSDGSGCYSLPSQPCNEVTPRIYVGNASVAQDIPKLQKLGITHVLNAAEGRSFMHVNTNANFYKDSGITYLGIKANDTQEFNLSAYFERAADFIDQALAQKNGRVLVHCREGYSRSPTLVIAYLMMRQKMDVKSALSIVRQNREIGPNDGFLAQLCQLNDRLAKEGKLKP
BH1578 lux ind: quorum light induction in luxS cqsA deficient V. cholerae; V. cholerae BH1578 lux reporter, luminescence, 6 h; activation, % at 18.7 µM; 350,000 tested, 0.16% active; AID 588436; in the data active = activation mostly above about 9.7%, no sharp cut-off; inconclusive = no clear call, values can overlap the other calls; inactive = mostly below about 3.7%; also: not every result past the cut was called active; inactives centre near 0; reference of the scale not given here
CCHFV vOTU inh: CCHFV vOTU protease inhibition; Pep-AMC fluorescence; 370,000 tested, 0.55% active; inhibition, % at 11.5 µM; in the data active = inhibition above about 30%; also: 0% = vehicle wells with enzyme and 100% = no enzyme wells
The depositor's hits bear a star; i = inactive; ? = inconclusive; nt = no result given; & = joins results of further samples. Rule as the data show it, unless noted: active = inhibition above about 30%; inconclusive = no clear call, values can overlap the other calls; inactive = below that. Some of the compounds tested. The share of hits here may be higher or lower than overall.

SMILES	Anthrax LF prot	SSB-PriA inh	SARS 3CLpro inh	TcdB GH inh	PfHsp40 yeast	Yp Topo-I inh	BoNT A protease	DUSP3 inh	BH1578 lux ind	CCHFV vOTU inh
Cn1c(=O)oc2cc(S(=O)(=O)NCc3ccc(C(=O)O)cc3)ccc21	-12	0	-1	0.6	-1.0	3	-0.8	12	-0.5	-6
O=C(CNC(=S)N(Cc1ccccc1)Cc1cccnc1)NC1CCCCC1	1	-8	3	0.0	2.4	-9	-1.2	1	-0.6	-25
Cc1nn2c(-c3ccccc3)nnc2c2ccccc12	2	0	-3	nt	0.2	-4	1.2	6	0.3	-11
COC(C[C@@H](O)CC(=O)COCc1ccccc1)OC	-8	-8	nt	1.0	-2.0	8	-0.5	19	-0.5	-2
Cc1ccc(NC(=O)C(C)OC(=O)CCC2CCCCC2)cc1 (stereo not drawn)	-5	-29	nt	0.2	-0.8	31	-1.9	nt	i	23
COc1ccc(N(CC(=O)NCc2ccccc2)C(=O)CCC(=O)Nc2cc(C)ccn2)c(OC)c1	-4	8	-1	0.0	0.4	32	-1.2	11	i	14
CCOC(=O)c1c(C)[nH]c(C)c1C(=O)COC(=O)c1ccc(Cl)c(S(N)(=O)=O)c1	0	-4	6	nt	0.0	4	0.0	24	-0.2	4
C[C@@H]1CN([C@H](C)CO)C(=O)c2cccc(NS(=O)(=O)c3cccs3)c2O[C@H]1CN(C)Cc1ccccc1	-4	4	nt	0.6&9.0	0.3	11	-0.6	nt	-1.2	-9
CC1=C(C(=O)OCC2CCCO2)C(c2ccccc2Cl)NC(=O)N1 (stereo not drawn)	-2	1	1	nt	1.0	0	0.0	4	nt	8
Cc1cccc(C(=O)NC2CCN(CC(=O)Nc3ccc4c(c3)OCO4)CC2)c1	-4	10	5	0.1	0.0	-6	0.2	16	-0.3	1
CC(=O)NS(=O)(=O)c1ccc(NC(=O)c2ccc(NC(=O)c3cccs3)cc2)cc1	-4	-1	nt	0.6	-0.9	4	2.0	nt	2.6	-4
Cc1[nH]c(=O)c(C(=O)/C=C/c2ccccc2F)c2c1CCCC2	3	4	3	1.5	0.3	9	2.1	16	-0.2	9
N#CCCCN1C(=O)C(O)(CC(=O)c2ccc3c(c2)OCCO3)c2ccccc21 (stereo not drawn)	-1	-27	-2	nt	0.7	5	-0.1	2	-5.0	19
N#Cc1cc([N+](=O)[O-])cnc1NCC(O)CO (stereo not drawn)	0	-10	-2	nt	8.3	4	0.2	33	i	6
CC(C)NC(=O)NC(=O)CSc1nnc(C(F)(F)F)n1C	1	-14	4	0.0	0.2	-1	-0.5	32	i	-2
O=S(=O)(/C(=C\c1ccc(C(F)(F)F)cc1)c1nc2ccccc2[nH]1)c1ccccc1	-3	-6	nt	nt	0.2	0	-0.1	nt	i	nt
Cc1nccn1CCCNC(=O)CC1C(=O)NCCN1Cc1ccc(F)cc1Cl (stereo not drawn)	2	7	0	0.6	-2.0	2	2.1	5	-0.6	-9
COC(=O)C1=CN(C(C)C)C=C(C(=O)OC)C1c1cccc(OC)c1	-2	-33	0	nt	0.0	3	-0.1	16	i	-211
O=C(C1=NNCC1c1ccccc1)C1CO1 (stereo not drawn)	1	-15	6	-0.3	-0.4	0	0.3	-2	4.6	2
Cc1cc(NC(=O)CCC(=O)N(c2cccc(F)c2)C(C(=O)NC2CCCC2)c2ccc(C)o2)no1 (stereo not drawn)	-2	0	-3	0.4	0.4	-4	-2.0	25	-0.5	7
CC(C)c1ccc(NC2CCCN(C(=O)c3cccc(N4CCNC4=O)c3)C2)cc1 (stereo not drawn)	0	27	8	-0.3	0.2	18	0.0	10	i	5
Cc1cc(C(O)c2ncc(-c3ccccc3Cl)[nH]2)ccc1F (stereo not drawn)	2	nt	nt	-0.7	nt	-8	-0.1	nt	i	4
Cc1cccc(NC(=O)c2ccc(Cl)nc2)n1	-2	-7	4	1.7	-1.1	3	-4.1	15	i	2
CCOC(=O)N1CC=C2C(C#N)=C(N)C(C#N)(C#N)[C@H](c3ccc(OCC)c(OCC)c3)[C@H]2C1	0	-2	1	0.2	0.1	15	-1.9	18	-0.2	-8
CC(C)(C)OC(=O)[C@H](Cc1ccccc1)NC(=O)c1nc[nH]c1C(=O)NC1CCN(C(=O)OC(C)(C)C)CC1	1	1	5	0.7	18	17	-0.5	14	i	24
COc1cccc(OCCNC(=O)c2cc([N+](=O)[O-])cc([N+](=O)[O-])c2)c1	1	10	3	0.3	0.1	-8	-0.5	23	-0.1	-5
Cc1cc(Oc2ccccc2)nc(SCC(N)=O)n1	-3	10	-3	nt	-0.1	-12	-0.7	13	i	5
Cc1cc(NC(=O)Nc2cccc([N+](=O)[O-])c2)no1	-4	2	-1	-0.4	-1.7	-11	-0.9	8	0.3	13
O=c1sc2ccccc2c(N2CCOCC2)c1[N+](=O)[O-]	-2	-7	-1	0.4	-0.4	8	-2.6	-8	-1.0	-6
CC(=O)c1cccc(S(=O)(=O)N(Cc2cc3cc4c(cc3[nH]c2=O)OCCO4)CC2CCCO2)c1 (stereo not drawn)	2	5	5	nt	-0.4	5	-0.4	17	i	4
Clc1nnc2c3ccccc3ccn12	-5	-10	nt	1.2	0.1	-1	0.6	nt	i	3
COc1cc(/C=N/Nc2ccccc2[N+](=O)[O-])ccc1OC(=O)c1ccccc1F	-1	nt	4	-12	-0.1	-3	-0.6	6	-0.3	8
O=C(CNCc1ccccc1Cl)Nc1cc(S(=O)(=O)N2CCOCC2)ccc1Cl	-7	-7	nt	-2.8	-0.3	28	-0.4	nt	0.8	10
CC(=O)c1cccc(-c2cnc3c(NC=O)cc(-c4ccccc4Oc4ccccc4)cn23)c1	0	nt	nt	-0.4	nt	?	0.5	nt	-4.5	22
CN(c1cccc(NS(=O)(=O)c2cccc([N+](=O)[O-])c2)c1)S(C)(=O)=O	-5	-6	-1	0.7	1.0	3	-1.8	29	i	-8
CCS(=O)(=O)N1CCC(C(=O)NCc2cccnc2)CC1	-4	-3	-1	0.6	0.4	10	0.5	19	i	5

Single records, as listed above. Values in the order: Anthrax LF prot	SSB-PriA inh	SARS 3CLpro inh	TcdB GH inh	PfHsp40 yeast	Yp Topo-I inh	BoNT A protease	DUSP3 inh	BH1578 lux ind	CCHFV vOTU inh
Record of O=c1sc2ccccc2c(N2CCOCC2)c1[N+](=O)[O-] → -2	-7	-1	0.4	-0.4	8	-2.6	-8	-1.0	-6
Record of CC(=O)c1cccc(S(=O)(=O)N(Cc2cc3cc4c(cc3[nH]c2=O)OCCO4)CC2CCCO2)c1 (stereo not drawn) → 2	5	5	nt	-0.4	5	-0.4	17	i	4

(further entries)
SMILES	Anthrax LF prot	SSB-PriA inh	SARS 3CLpro inh	TcdB GH inh	PfHsp40 yeast	Yp Topo-I inh	BoNT A protease	DUSP3 inh	BH1578 lux ind	CCHFV vOTU inh
CCN(CC)Cc1c(O)ccc2c(=O)c(-c3ccccc3)coc12	2	-21	0	-10	-1.1	-11	1.5	-24	0.6	-87
CCn1c(SCc2cccc(C(F)(F)F)c2)nnc1-c1ccco1	-5	3	7	nt	0.5	15	-1.5	4	i	7
CC1(C)CC(=O)c2c(Cc3ccccc3)noc2C1	-5	-21	3	0.2	-0.8	3	-0.1	8	-0.2	5
CCC(C)NC(=O)c1cc(-c2ccccc2O)on1 (stereo not drawn)	1	-3	-5	0.0	1.2	-4	-0.2	0	-0.1	1
Cc1nc(Cl)sc1C(=O)O	2	-1	-4	nt	-0.5	-6	0.5	8	nt	-7
Cc1ccc(NC(=O)CSCc2cc(=O)n3ccsc3n2)cc1	-4	1	-2	nt	1.3	-2	1.3	-10	0.4	nt
O=C(COC(=O)C1(c2ccc(Cl)cc2)CCCC1)Nc1ncc(C(F)(F)F)cc1Cl	0	-5	6	0.3	-1.1	38	0.2	1	i	4
O=C(c1cc(COc2c(F)cccc2F)on1)N1CCC(c2ccccc2F)C1 (stereo not drawn)	8	-2	0	-0.5	2.3	-4	-1.1	16	-0.1	-2
O=C(Nc1nccs1)c1cc(S(=O)(=O)N2CCCCC2)ccc1Cl	1	-5	2	nt	0.1	4	0.0	28	-0.7	-4
Cc1ccc(-n2nc(C)c(/C=N/NC(=O)c3cccnc3)c2Cl)cc1	-2	nt	3	0.5	1.3	-3	-0.3	8	i	3
CCOc1ccc(N(CC)S(=O)(=O)c2cccc3nsnc23)cc1	4	4	-2	1.6	0.8	12	-4.1	16	i	26
CCCCn1c(N)c(N(CC)C(=O)CSc2nnc(-c3ccco3)n2CC)c(=O)[nH]c1=O	6	-24	nt	2.5	1.1	5	2.7	nt	0.2	-4
CCn1c(=S)[nH]c2nc3c(cc2c1=O)CCCC3	-2	3	-1	nt	0.4	2	-0.6	17	-0.5	1
Cc1noc(C)c1CSc1ncnc2sc3c(c12)CCCCC3	0	4	2	-0.1	2.0	13	0.7	10	-0.1	-2
CC(C)(C)N1NC(=O)Nc2ccccc2C1=O	0	-7	2	nt	-1.0	7	-0.5	-8	7.7	7
COc1ccccc1C(=O)COC(=O)c1ccc(N(C)C)cc1	-10	6	6	3.2	0.6	21	-1.2	17	-0.2	8
O=C(O)C/C(=C\c1cc(Br)cs1)c1nc2ccccc2o1	0	-17	6	0.1	1.4	7	-1.0	3	i	18

Compounds shown so far that have a Cl atom:
SMILES	Anthrax LF prot	SSB-PriA inh	SARS 3CLpro inh	TcdB GH inh	PfHsp40 yeast	Yp Topo-I inh	BoNT A protease	DUSP3 inh	BH1578 lux ind	CCHFV vOTU inh
CCOC(=O)c1c(C)[nH]c(C)c1C(=O)COC(=O)c1ccc(Cl)c(S(N)(=O)=O)c1	0	-4	6	nt	0.0	4	0.0	24	-0.2	4
CC1=C(C(=O)OCC2CCCO2)C(c2ccccc2Cl)NC(=O)N1 (stereo not drawn)	-2	1	1	nt	1.0	0	0.0	4	nt	8
Cc1nccn1CCCNC(=O)CC1C(=O)NCCN1Cc1ccc(F)cc1Cl (stereo not drawn)	2	7	0	0.6	-2.0	2	2.1	5	-0.6	-9
Cc1cc(C(O)c2ncc(-c3ccccc3Cl)[nH]2)ccc1F (stereo not drawn)	2	nt	nt	-0.7	nt	-8	-0.1	nt	i	4
Cc1cccc(NC(=O)c2ccc(Cl)nc2)n1	-2	-7	4	1.7	-1.1	3	-4.1	15	i	2
Clc1nnc2c3ccccc3ccn12	-5	-10	nt	1.2	0.1	-1	0.6	nt	i	3
O=C(CNCc1ccccc1Cl)Nc1cc(S(=O)(=O)N2CCOCC2)ccc1Cl	-7	-7	nt	-2.8	-0.3	28	-0.4	nt	0.8	10
Cc1nc(Cl)sc1C(=O)O	2	-1	-4	nt	-0.5	-6	0.5	8	nt	-7
O=C(COC(=O)C1(c2ccc(Cl)cc2)CCCC1)Nc1ncc(C(F)(F)F)cc1Cl	0	-5	6	0.3	-1.1	38	0.2	1	i	4
O=C(Nc1nccs1)c1cc(S(=O)(=O)N2CCCCC2)ccc1Cl	1	-5	2	nt	0.1	4	0.0	28	-0.7	-4
Cc1ccc(-n2nc(C)c(/C=N/NC(=O)c3cccnc3)c2Cl)cc1	-2	nt	3	0.5	1.3	-3	-0.3	8	i	3
